BL2 CD40 inh = CD40 pathway inhibition in BL2 cells; 83,000 compounds, 0.94% hits; AID 1053188; BL2 NF-kB luciferase reporter, CD40L-induced, 4 h; inhibition, % at 10 µM;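 active = mean inhibition of at least 50% with a set share of replicates also reaching that level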;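 also: 0% = neutral control wells and 100% = IKK inhibitor VII at 50 µM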
An asterisk follows results filed as active; & = joins results of further samples; [ ] = another dose, or the depositor's remark. Some of the compounds tested, so the mix of outcomes need not match the whole.

no.	canonical_smiles	BL2 CD40 inh
1	Cc1nc2ccc(C(=O)N3CCN(c4ccccn4)CC3)cc2s1	-1
2	O=S(=O)(NC1=NCCCCC1)c1ccc(F)cc1F	15
3	Cc1nc(NCCOc2ccccc2)sc1C(=O)Nc1ccccc1	0
4	CC(=O)c1cccc(NC(=O)c2cc3nc(C)cc(C)n3n2)c1	-91
5	CSc1ccc(C(=O)C2CCCN(C(=O)c3ccc(C)nc3)C2)cc1 (stereo not drawn)	-4
6	O=C(NCC1CCCN1S(=O)(=O)c1cccs1)C(=O)Nc1ccccc1 (stereo not drawn)	-78
7	O=C(c1ccc(F)cc1)N1CCCN(c2nc(-c3ccccc3)ns2)CC1	0
8	Cn1ncc(Br)c1C(=O)NC1CCCCCC1	6
9	CCOC(=O)NNS(=O)(=O)c1cc(Br)ccc1Br	11
10	CC(C)(C)S(=O)(=O)c1c(C(=O)O)cccc1C(=O)O	-3
11	COc1ccc2c3c(n(C)c2c1)[C@@H](CO)N(C(=O)C1CCC1)CC31CCN(CC2CCCC2)CC1	-4[25 µM]
12	Cc1nn(-c2ccc(F)cc2)c(Cl)c1/C=C(/CCC(=O)O)c1nc2ccccc2s1	11
13	O=C(COc1ccccc1)Nc1ccc(CSc2ccccc2)cc1	7
14	CCOC(=O)c1nc2nc(C)c(Cl)c(=O)n2[nH]1	11
15	CC(C)(C)c1csc(NC(=O)Cn2cnc3ccccc3c2=O)n1	13
16	CCOc1ccc(NC(=O)CN(C)C(=O)c2ccc(N3CCCC3)c([N+](=O)[O-])c2)cc1OCC	-6
17	O=C(c1cc(-c2ccncc2)nc2ccccc12)N1CCN(c2ccccc2O)CC1	0
18	CC(C)(C)[S@@](=O)N1Cc2cc(C(=O)N3CCOCC3)nc(-c3cccc(-c4ccccc4F)c3)c2[C@H]1CCO	-8[25 µM]
19	CCc1nc(N2CCN(C(=O)c3ccccc3)CC2)c2c3c(sc2n1)CCCC3	32
20	CN1c2ccc(C3=CCCCC3)cc2[C@@H]2[C@@H](CCN2C(=O)c2ccc3c(c2)OCO3)[C@@H]1CO	21[25 µM]

The list goes on:
no.	canonical_smiles	BL2 CD40 inh
21	CC1(C)COC(c2cccc([N+](=O)[O-])c2)OC1	6
22	Cc1onc(-c2ccccc2)c1C(=O)Nc1ccc(C(=O)N2CCCCC2)cc1	7
23	COc1ccc(CN(C)C[C@@H]2Oc3ccc(NC(=O)Nc4ccc5c(c4)OCO5)cc3CC(=O)N([C@H](C)CO)C[C@H]2C)cc1	3[25 µM]
24	CC(=O)c1c(C)nc2cc(Cl)ccc2c1N	-9
25	O=C(CCC1CCCN(C(=O)Cc2cccc(F)c2)C1)N1CCN(c2ccccn2)CC1 (stereo not drawn)	4
26	CC(=O)Nc1cc(-c2ccc(CO)cc2)cn2c(-c3cccc(C(F)(F)F)c3)cnc12	-11
27	CCNc1nc(NCC)n2c(SCC(=O)c3ccccc3F)nnc2n1	-8
28	Cc1[nH]c(C)c(S(=O)(=O)N2CCN(c3ccccc3)CC2)c1C(=O)N1CCCCC1	3
29	Cc1cc(C)n(-c2ccc(NC(=O)C3CCCCN3C(=O)c3cccs3)cc2)n1 (stereo not drawn)	-5
30	O=C(C[C@@H]1C[C@@H]2c3cc(NC(=O)c4cccnc4)ccc3O[C@@H]2[C@@H](CO)O1)NCCc1ccccc1	-4[25 µM]
31	CCC(=O)N1[C@@H](CO)[C@@H](c2ccc(-c3ccc(F)cc3)cc2)[C@@H]1CNC(C)=O	-14
32	C[C@H](CO)N1C[C@H](C)[C@H](CN(C)Cc2ccc(-c3ccccc3)cc2)OCc2ccccc2-c2ccccc2C1=O	6
33	COc1ccccc1-c1ccc([C@@H]2[C@@H](C#N)N(C(=O)CN(C)C)[C@H]2CO)cc1	-8[25 µM]
34	Cc1cc(N2CCN(C3CCCCC3)CC2)n2nc(C)nc2n1	24
35	COc1cccc(C#Cc2ccc([C@@H]3[C@@H](CO)N(C(=O)C4CCOCC4)[C@H]3C#N)cc2)c1	55*
36	CC(C)CCn1cnc2c(NCc3ccccc3)ncnc21	-74
37	CCC(=O)Nc1cccc(Br)c1	0
38	Cn1c(SCC(=O)c2ccc3c(c2)NC(=O)CO3)nc2ccccc21	19
39	Cn1cccc1CC(=O)N/N=C\c1cccs1	7
40	O=C(O)c1cc(-c2ccc(/C=N/N3C(=O)C4C5C=CC(C6CC56)C4C3=O)o2)ccc1Cl (stereo not drawn)	1

(listing goes on)
no.	canonical_smiles	BL2 CD40 inh
41	CC(=O)c1ccc(OCc2c(-c3ccccc3)nnn2CC(=O)NS(=O)(=O)c2ccc(C)cc2)cc1	5
42	Cc1nn(-c2ccccc2)c2sc(C(=O)NCCc3ccccc3)cc12	7
43	O=C1Nc2ccc(Br)cc2/C1=C/c1cc2c([nH]1)CCCC2	-4[25 µM]
44	O=C(O)c1ccccc1C(=O)Nc1ccc(Oc2ccccc2)cc1	-9
45	O=C(NCCc1ccccc1)N1CCCC(CNS(=O)(=O)Cc2ccccc2)C1 (stereo not drawn)	-23
46	O=C(COC(=O)CCS(=O)(=O)c1ccccc1)Nc1ccccc1	0
47	O=C1CC2(CCN(C(=O)C3CC(=O)N(c4ccccc4)C3)CC2)Oc2ccccc21 (stereo not drawn)	-5
48	O=C(COC(=O)C1=COCCO1)NC1CCCCC1	-11
49	COC(=O)c1c(NC(=O)CCC(=O)O)sc2c1CCCCC2	2
50	CCc1nn(CC(=O)Nc2cc(C)ccc2C)c(=N)s1	-1
51	O=C(CCl)N1CCN2C(=O)c3ccccc3C12c1ccc(Cl)cc1 (stereo not drawn)	13
52	CCCS(=O)(=O)N1CCC(C(=O)NCc2cccnc2)CC1	0
53	COc1ccc(-c2ccc([C@H]3[C@@H](C#N)N(C(=O)C4CCCC4)[C@@H]3CO)cc2)cc1	23
54	C[C@@H]1CN([C@H](C)CO)C(=O)CCCn2cc(nn2)CO[C@@H]1CN(C)C(=O)Nc1ccc2c(c1)OCCO2	-49
55	O=C(C1CCC(=O)N1Cc1cccs1)N1CCOCC1 (stereo not drawn)	4
56	CC(C)C(NC(=O)CN(c1cccc(F)c1)S(C)(=O)=O)C(C)C	-8
57	N#C[C@H]1[C@@H](c2ccc(C#Cc3ccc(F)cc3)cc2)[C@H](CO)N1C(=O)C1CCC1	6[25 µM]
58	Cc1cccc(C(=O)NCC(c2cccs2)N2CCOCC2)c1 (stereo not drawn)	-9
59	CCOC(=O)N(C)C[C@H]1OCc2ccccc2-c2c(n(C)c3ccccc23)C(=O)N([C@@H](C)CO)C[C@@H]1C	-4
60	Cc1ccc(C2=NN(CC(=O)NCc3cccs3)C(=O)CC2)cc1	17

Continued (4 carried over from the part before).
no.	canonical_smiles	BL2 CD40 inh
57	N#C[C@H]1[C@@H](c2ccc(C#Cc3ccc(F)cc3)cc2)[C@H](CO)N1C(=O)C1CCC1	6[25 µM]
58	Cc1cccc(C(=O)NCC(c2cccs2)N2CCOCC2)c1 (stereo not drawn)	-9
59	CCOC(=O)N(C)C[C@H]1OCc2ccccc2-c2c(n(C)c3ccccc23)C(=O)N([C@@H](C)CO)C[C@@H]1C	-4
60	Cc1ccc(C2=NN(CC(=O)NCc3cccs3)C(=O)CC2)cc1	17
61	COc1ccccc1COC(=O)c1cccc(S(=O)(=O)N2CCCC2)c1	0
62	O=C(NC1CCC(NC(=O)C2CCCO2)CC1)C1CCCO1 (stereo not drawn)	2
63	Cc1cc(NC(=O)Cn2cnc3sc(C)c(C)c3c2=O)no1	14
64	O=C(CN1CCCCCC1)Nc1ccc(Br)cn1	-4
65	c1ccc(-n2nnnc2Oc2ccc(-c3nnco3)cc2)cc1	27
66	CCN(CC)C(=O)/C(=C/c1cn(S(=O)(=O)N(C)C)c2ccccc12)NC(=O)c1ccc(OC)cc1	13
67	Cc1noc(C)c1COc1ccc(C(=O)OCC(=O)Nc2ccc(S(N)(=O)=O)cc2)cc1	2
68	COCC(=O)N1CCN(c2cccc(C(F)(F)F)c2)CC1	2
69	CCOc1ccc(CCNC(=O)COC(=O)/C=C/c2ccccc2)cc1OCC	-2
70	Cc1ccccc1OCC(=O)OCC(=O)c1ccc(-c2ccccc2)cc1	0
71	CCCC(=O)Nc1ccc2c(c1)OC[C@@H](C)NC[C@@H](C)[C@@H](OC)CN(C)C2=O	-2[25 µM]
72	CN(C(=O)c1ccccc1)c1ccc(OCC(=O)NC2CCS(=O)(=O)C2)cc1 (stereo not drawn)	0
73	CCN(CC)CC(=O)N1N=C(c2cccs2)CC1c1ccco1 (stereo not drawn)	-9
74	CN1CCN(C(CNC(=O)c2ccc(Br)o2)c2ccc(F)cc2)CC1 (stereo not drawn)	-3
75	Cc1nc(C)n(CC(O)COc2ccc(C(=O)c3ccccc3)cc2)n1 (stereo not drawn)	11
76	O=C(NC1CCCCCC1)C(Cc1ccccc1)n1cccc1 (stereo not drawn)	9
77	Cc1cccc(-c2ccc(C3[C@H]4CNC[C@@H]3N4S(=O)(=O)c3ccccc3C)cc2)c1 (stereo partly drawn)	1&-1[25 µM]
78	Cc1nc(NC(=O)c2ccccc2)sc1Cc1ccc2c(c1)OCO2	-64
79	COc1cccc(-c2cn(CC[C@@H]3CC[C@@H](NC(=O)CC4CC4)[C@H](CO)O3)nn2)c1	-11
80	Cc1ccc(NC(=O)Cc2c(O)c3ccccc3[nH]c2=O)c(C)c1	-1

Structures shown so far containing a tert-butyl group (three):
no.	canonical_smiles	BL2 CD40 inh
10	CC(C)(C)S(=O)(=O)c1c(C(=O)O)cccc1C(=O)O	-3
15	CC(C)(C)c1csc(NC(=O)Cn2cnc3ccccc3c2=O)n1	13
18	CC(C)(C)[S@@](=O)N1Cc2cc(C(=O)N3CCOCC3)nc(-c3cccc(-c4ccccc4F)c3)c2[C@H]1CCO	-8[25 µM]

Among those listed so far, two contain a nitro group on carbon:
no.	canonical_smiles	BL2 CD40 inh
16	CCOc1ccc(NC(=O)CN(C)C(=O)c2ccc(N3CCCC3)c([N+](=O)[O-])c2)cc1OCC	-6
21	CC1(C)COC(c2cccc([N+](=O)[O-])c2)OC1	6

Next section.
no.	canonical_smiles	BL2 CD40 inh
81	CCCC#Cc1ccc2c(c1)[C@@H]1[C@@H](CCN1Cc1cncnc1)[C@@H](CO)N2	-23[25 µM]
82	COc1ccc(C)cc1NC(=O)CN1CCCC1c1ccc2c(c1)OCCCO2 (stereo not drawn)	-4
83	O=C(c1cccc(F)c1)N1CCCCN2[C@H](CO)[C@@H](c3ccc(-c4cncnc4)cc3)[C@@H]2C1	-6[25 µM]
84	O=C(Nc1cccc(F)c1)N1C[C@@H]2N[C@H](C1)C2c1ccc(-c2ccncc2)cc1 (stereo partly drawn)	8&15
85	O=C(CSc1nncs1)Nc1cc(S(=O)(=O)N2CCOCC2)ccc1N1CCCC1	9
86	O=C(N[C@@H]1CC[C@@H](CCNC(=O)C2CCOCC2)O[C@@H]1CO)c1ccncc1	-4
87	COCC(C)NC(=O)COc1ccc(Cl)cc1Cl (stereo not drawn)	-4
88	CCOc1cc(C(=O)Nn2cnnc2)cc(OCC)c1OCC	1
89	CCCNC(=O)N[C@@H]1C=C[C@@H](CC(=O)N2CCN(C)CC2)O[C@@H]1CO	3[25 µM]
90	Cc1cnc(C(=O)Nc2ccc(C)c(S(=O)(=O)N3CCCCCC3)c2)cn1	17
91	Cc1ccc(S(=O)(=O)NNC(=O)C23CCC(CC2)C3)cc1	9
92	O=C(c1cccc(F)c1)N1CCCCN2[C@H](CO)[C@@H](c3ccc(-c4cncnc4)cc3)[C@H]2C1	-14[25 µM]
93	CC1(C)NC(=O)N(CC(=O)Nc2ccc(-c3ccccc3)cc2)C1=O	-2
94	Cc1c(N2CCCC2)cc2c(c1N)C(C)(C)CC2(C)C	9
95	CCSc1nnc(NC(=O)CN(C)S(=O)(=O)c2ccc(F)cc2)s1	7
96	CC(C)(C)C(=O)CC(=O)Nc1ccc(Cl)c(N)c1	-60
97	CCc1ccc(OCCCC(=O)O)c(Br)c1	-4
98	COc1cccc(OCc2nc(-c3ccc(Br)o3)no2)c1	-3
99	CN(CC(=O)Nc1cccc(F)c1)C(=O)c1ccccc1OCC(=O)Nc1cccc(C(F)(F)F)c1	-1
100	CCOC(=O)C1=C(COC(=O)c2ccc3ccccc3c2O)NC(=O)NC1C (stereo not drawn)	4

(listing goes on)
no.	canonical_smiles	BL2 CD40 inh
101	C/C=C/c1ccc([C@H]2[C@@H](CO)N(C(C)=O)[C@@H]2CN(C(=O)COC)C(C)C)cc1	-4[25 µM]
102	CN1C(=O)c2cc(NC(=O)c3cscn3)ccc2OC[C@H]2O[C@H](CC(=O)N3CCOCC3)CC[C@H]21	0[25 µM]
103	O=C(NC1=NCCS1)c1ccccc1OCc1ccc(F)cc1	10
104	O=C(NCCN1C(=O)CSC1=O)c1ccccc1	1
105	Cc1nnc2c(NCCc3ccccc3)nc3ccccc3n12	2
106	COc1ccc(NC(=O)Nc2ccc3c(c2)C(=O)N([C@@H](C)CO)C[C@H](C)[C@@H](CN(C)S(=O)(=O)c2ccc(OC)cc2)O3)cc1	-6
107	c1ccc(-c2nnc(Cn3c4ccccc4c4nc5ccccc5nc43)o2)cc1	-10
108	COc1ccccc1Nc1nc(N)nc(CSC(=S)N2CCN(c3ccccc3)CC2)n1	2
109	C/C=C/c1ccccc1[C@@H]1[C@H](C#N)N(C(C)=O)[C@H]1CO	-4[25 µM]
110	CN(C)c1ccc2c(c1)[C@@H]1C[C@H](CC(=O)O)O[C@@H](CO)[C@@H]1O2	1[25 µM]
111	COc1ccccc1N1CCN(C(=O)C(OC(C)=O)c2ccccc2)CC1 (stereo not drawn)	6
112	Cc1cc(-c2ccccc2C(=O)NCc2ccccc2)on1	7
113	COc1cccc(NC(=O)CN(C)C(=O)C23CC4CC(CC(Cl)(C4)C2)C3)c1	1
114	C[C@H](CO)N1C[C@H](C)[C@H](CN(C)Cc2ccc(C(=O)O)cc2)Oc2ccc(NS(=O)(=O)c3cccs3)cc2C1=O	-1[25 µM]
115	N#C[C@@H]1[C@@H](c2ccc(-c3cccc(F)c3)cc2)[C@@H](CO)N1S(=O)(=O)c1cccc(F)c1	-12
116	Fc1ccc(CSc2ncnc3scc(-c4ccccc4)c23)cc1	10
117	Cc1cc(C)n(CC(=O)n2c(C)c(C)c3ccccc32)n1	12
118	CN(C)C(=O)[C@H]1[C@H](CO)[C@H]2Cn3c(ccc(-c4ccccc4)c3=O)[C@@H]1N2C(=O)C1CCCC1	10
119	CCOc1cc(/C=C/C(=O)O)ccc1OCCO	3

Compound activity as filed in PubChem BioAssay.
